H9c2 TAG inh: inhibitors of triacylglycerol accumulation, primary screen, cell-based, uHTS, fluorescence, H9c2; AID 651582, 2012; 230,000 compounds, 0.66% hits; H9c2 cells, Nile Red lipid (TAG) fluorescence; cells loaded with 200 µM oleic acid; inhibition, % at 12.5 µM;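 active means pattern-corrected inhibition of lipid staining of at least 50% with the nuclear-stain viability signal not falling by more than 50%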;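 further: 0% = DMSO wells and 100% = triacsin C control wells; some results filed as inactive read as strong as hits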
H9c2 TAG inh DAPI viability: also measured in H9c2 TAG inh; calls as there; DAPI nuclei signal change (viability), lower = more cytotoxic, %;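 whole-well DAPI fluorescence read on a plate reader as a viability signal; minus 50 percent equals half of cells still viable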
Numbers without * were called inactive. Only part of the results is shown. The share of hits here may be higher or lower than overall.

mol	H9c2 TAG inh	H9c2 TAG inh DAPI viability
COc1ccc(CCN2CC(C(=O)N(C)CC(=O)Nc3ccc(Cl)c(C(F)(F)F)c3)CC2=O)cc1OC (configuration not stated)	9.8	-6.2
C[C@@H]1CN([C@@H](C)CO)C(=O)c2cccc(NC(=O)Nc3ccc4c(c3)OCO4)c2O[C@H]1CN(C)S(=O)(=O)c1cn(C)cn1	22.6	-15.4
CCc1nc2c(OCCOc3ccc(F)cc3)cccn2c1N(C)C(=O)C(C)C	-7.6	-1.6
O=C1NC(=Nc2ccccc2)S/C1=C\c1cccnc1	11.8	4.9
CCCCc1ccc(NC(=O)CSc2nc(=O)n3cc(C)ccc3n2)cc1	28.7	-13.4
COc1cccc(C(=O)OCC(=O)Nc2nnc(-c3ccccc3)o2)c1	15.7	3.0
COc1ccc(NC(=O)c2cc([N+](=O)[O-])nn2Cc2ccccc2)c(C)c1	1.8	1.2
OC(c1ccc(Cl)cc1)c1ncc(-c2ccc(Cl)cc2)[nH]1 (configuration not stated)	-53.7	11.0
COc1ccc(N(C(=O)c2ccc(Br)o2)C2C=CS(=O)(=O)C2)c(OC)c1 (configuration not stated)	-21.8	3.6
COc1cc(CN(C)CC2CCCN(CCc3ccc(F)cc3)C2)c(Cl)cc1O (configuration not stated)	5.2	7.4
CCOC(=O)/C=C1\SCC(=O)N1Cc1ccc(Br)cc1	8.2	1.8
c1ccc(CNCCN2CCNCC2)nc1	-13.4	3.3
CCCCCC(=O)OCc1ccc(C2=CC(=O)CC(C)(C)C2=O)cc1	-0.6	-11.2
CN(C)C1=NCCN1CCc1cccc(F)c1	2.2	2.8
CC1(C)CC(=O)C2=C(C1)Nc1cc3c(cc1C2c1ccc(F)cc1)OCO3 (configuration not stated)	-3.6	18.7
C#Cc1ccc(NC(=O)C2(C)CCN2C(=O)C2(c3ccccc3)CC2)cc1 (configuration not stated)	4.3	-10.5
Cc1ccc(CN2C(=O)CCC2C(=O)NC2CC2)cc1 (configuration not stated)	-4.9	-7.9
Cc1cccc(CN2CCN(Cc3ccco3)CC2)c1	-3.6	-0.6
CC1CCN(C(=O)COC(=O)CSc2ccc(C(N)=O)cc2[N+](=O)[O-])CC1	14.5	-16.4
CCN1CCN(Cc2ccc(NC(=O)c3ccc(C)c(NC(=O)c4nccn4C)c3)cc2C(F)(F)F)CC1	-6.2	13.1

Quoted at random: 6 compounds from above.
mol	H9c2 TAG inh	H9c2 TAG inh DAPI viability
CCCCCC(=O)OCc1ccc(C2=CC(=O)CC(C)(C)C2=O)cc1	-0.6	-11.2
Cc1ccc(CN2C(=O)CCC2C(=O)NC2CC2)cc1 (configuration not stated)	-4.9	-7.9
COc1cccc(C(=O)OCC(=O)Nc2nnc(-c3ccccc3)o2)c1	15.7	3.0
C#Cc1ccc(NC(=O)C2(C)CCN2C(=O)C2(c3ccccc3)CC2)cc1 (configuration not stated)	4.3	-10.5
CC1(C)CC(=O)C2=C(C1)Nc1cc3c(cc1C2c1ccc(F)cc1)OCO3 (configuration not stated)	-3.6	18.7
CN(C)C1=NCCN1CCc1cccc(F)c1	2.2	2.8

Next section:
mol	H9c2 TAG inh	H9c2 TAG inh DAPI viability
COc1ccc(-n2c(O)c(/C=N/n3cnnc3)c3ccccc3c2=O)cc1	-16.5	-7.0
Cc1ccc(S(=O)(=O)NC(=O)NCc2ccccc2)cc1	6.3	5.4
COc1cc(CNCCSc2nnnn2C)cc(Br)c1OCc1ccccc1	-2.0	2.9
O=S(=O)(CCSc1ccc(C(F)(F)F)cn1)c1ccc(Cl)cc1	-6.0	9.6
O=C(NC1CCCC1)C1CCCN(S(=O)(=O)c2ccc(-n3cnnn3)cc2)C1 (configuration not stated)	-10.1	1.6
Cc1ccc(Cn2c(C(C)Nc3nc(-c4ccc(F)cc4)cs3)nc3cc(C(=O)NCCCO)ccc32)cc1 (configuration not stated)	1.7	8.0
N#CCn1c2ccccc2c2nc3ccccc3nc21	28.2	-2.3
Cc1ccc(-c2nnn(CCC(=O)NC(C)(C)C)n2)cc1	33.3	3.3
CCOC(=O)c1ccc(N/N=C/c2cc(Br)cc([N+](=O)[O-])c2O)cc1	0.8	3.0
CC(C)(C)C1CCc2c(sc(NC(=O)C3CC=CCC3C(=O)O)c2C#N)C1 (configuration not stated)	0.8	-8.0
CC(C)NC(=O)CC1C(=O)NCCN1CC(c1ccccc1)c1ccccc1 (configuration not stated)	-6.9	1.4
CCCCn1c(-c2cccc3ccccc23)nc2cc3[nH]c(=O)c(C(C)C)nc3cc21	-5.3	20.6
CCN1CCN(c2nc(S(=O)(=O)c3ccc(C)cc3)c(Cl)s2)CC1	-49.9	9.5
CCC1(CC)NC(=O)N(CC(=O)Nc2ccc(S(=O)(=O)N3CCOCC3)cc2)C1=O	0.2	-8.2
COc1cc(/C=N/NC(=O)C[n+]2ccccc2)cc(OC)c1OC(C)=O	-5.3	2.2
Nc1c([N+](=O)[O-])cc(-c2cnc[nH]2)cc1[N+](=O)[O-]	-1.9	7.3
CC1(C(=O)NS(=O)(=O)Cc2cccc(Cl)c2)CCN1C(=O)Cc1ccc(Cl)cc1Cl (configuration not stated)	-9.9	7.9
COc1ccc(C(=O)NCc2nnc(SC)n2Cc2ccccc2)cc1	-0.4	-6.0
CCN1C(=O)N(c2cccc3ccccc23)C(C)=CC1(C)C	-26.5	4.1
COc1cc(OC)cc(OC2(C)CCN(Cc3ccc(OC(C)C)cc3)C2)c1 (configuration not stated)	-13.8	17.3
COc1ccc(NC(=O)N(C)C[C@H]2Oc3c(NS(=O)(=O)c4cccs4)cccc3C(=O)N([C@H](C)CO)C[C@@H]2C)cc1	-34.5	-1.9
CN(C)C(=O)c1c2c(nc3ccccc13)CCCC2	-1.8	5.4
O=C(CSc1ccc2c(c1)OCCO2)Nc1ccc(Br)cn1	-18.3	9.5
CCOC(=O)c1cc2occc2n1Cc1c(F)cccc1Cl	48.0	-3.5
Cc1noc(C)c1C(=O)Nc1ccccc1N1CCOCC1	4.5	-2.9
Cc1ccc(Cn2cccc(-c3nc4ccccc4s3)c2=O)cc1	-83.7	59.6
Cc1nn(C)cc1CN(C)Cc1ccc(OCC(O)CN2CCCCC2)cc1 (configuration not stated)	2.0	8.0
COc1cc2[nH]c(=S)nc(NCC3CCCO3)c2cc1OC (configuration not stated)	8.4	-3.2
CCCCN(C(=O)c1cc(S(=O)(=O)N2CCCCC2)ccc1Cl)c1c(N)n(CC(C)C)c(=O)[nH]c1=O	-9.7	3.9
CSc1nnc(-c2ccccc2Cl)n1N	6.0	-4.1
O=C(Cc1ccc(Br)cc1)NCCc1ccccc1	-3.9	6.7
Nc1nnc(SCC(=O)NCc2ccc3c(c2)OCO3)s1	3.2	1.9
CCOC(=O)CSc1nnc(-c2ccco2)n1-c1ccc(C)cc1	-4.3	0.4
O=C(CSC1=NCCS1)N1CCc2ccccc21	-15.4	7.2
Cc1ccc(/C(=C\CN2CCCC2)c2ccccn2)cc1	-1.1	13.5
NS(=O)(=O)c1ccc(NC(=O)c2c(F)cccc2Cl)cc1	-10.1	7.4
CC1CCN(S(=O)(=O)c2cc(C(=O)N3CCN(c4ccccc4)CC3)ccc2Br)CC1	-7.9	3.2
Cc1cc(S(=O)(=O)Nc2nc(CN3CCOCC3)nc3sc4c(c23)CCC4)ccc1F	4.9	-4.3
CC(=O)N1CCc2cc(Br)cc(S(=O)(=O)N3CCc4ccccc43)c21	-7.5	4.2
COc1cc(C(=O)Nc2ccc3c(c2)nc(C)n3C)cc(OC)c1OC	44.8	-19.6
CC(C)c1ccc(NC2CCCN(C(=O)c3cnsn3)C2)cc1 (configuration not stated)	-8.0	4.1
O=C(CN1CCOCC1)Nc1ccc(NC(=O)CN2CCOCC2)c(Cl)c1	1.9	-1.3
Cc1cc(C)c2nc(-c3cccnc3)cc(C(=O)Nc3ccc(S(=O)(=O)Nc4onc(C)c4C)cc3)c2c1	4.0	-0.4
CCOC(=O)C1=C(CN2CCN(C(=O)OCC)CC2)NC(=O)NC1c1ccc2c(c1)OCO2 (configuration not stated)	-3.4	-6.2
C[C@H](NC(N)=O)C(=O)Nc1ccc(N2CCOCC2)c(S(=O)(=O)Nc2ccc(Cl)cc2)c1	-21.8	2.1
Cc1onc(-c2ccccc2)c1C(=O)N(C)CC(=O)Nc1ccc(F)c(F)c1F	-10.9	1.7
O=C(O)CC(CN1C(=O)c2ccccc2C1=O)c1ccccc1 (configuration not stated)	19.6	-13.2
COc1cc(NS(=O)(=O)c2ccc(C)cc2C)cc(OC)c1OC	-13.7	2.0
CC(C)(C)n1nnnc1C(c1ccccn1)N(Cc1ccccc1)Cc1ccc(Cl)cc1 (configuration not stated)	27.4	-0.9
COc1cccc(CN(C)CC(=O)Nc2ccccc2C(=O)Nc2ccccc2)c1	-1.7	11.8
CC(=NO)c1cc(Br)c2cccc3c2c1CC3	-22.2	-7.4
CCn1c(=O)c2c(nc3n2CCN3c2ccccc2)n(C)c1=O	0.6	7.3
O=C(CCOc1ccccc1)NNC(=O)c1ccccc1	-0.7	2.1
O=C(O)c1ccc(N2C(=O)CSC2c2cccc([N+](=O)[O-])c2)cc1 (configuration not stated)	6.5	-1.1
O=C(CCNC(=O)c1ccc(Br)cc1)NCCCN1CCOCC1	2.1	-1.9
Cc1ccc(CNC(=O)c2ccc(S(=O)(=O)N3CCCC3)cc2)cc1	-15.7	23.6
Cc1cccc2c1N(CC(=O)OC(C)C)C(=O)C2=O	-15.1	-4.4
CCOc1cc(/C=C(\CC(=O)O)c2nc3ccccc3s2)ccc1OC	-17.0	-1.0
COc1ccc(OCC(O)CN2CCCC2)cc1 (configuration not stated)	-0.5	-4.8
Cc1cccc2nc(-c3ccco3)c(Nc3ccc4c(c3)OCCO4)n12	-5.0	0.3

(more compounds)
mol	H9c2 TAG inh	H9c2 TAG inh DAPI viability
CC(NCC1COc2ccccc2O1)C(=O)NCc1ccccc1 (configuration not stated)	1.9	-10.0
O=C(NCCCn1ccnc1)C(=O)c1c[nH]c2ccccc12	7.9	-4.8
Cc1onc(-c2c(Cl)cccc2Cl)c1C(=O)c1c[nH]c(C(=O)NCCCN2CCOCC2)c1	13.9	7.8
Cc1ccc(S(=O)(=O)c2c(COC(=O)c3ccccc3Cl)c(-c3ccccc3)nn2C)cc1	2.3	-4.3
COc1ccc(O)c(-c2c(-c3ccc(Cl)cc3)n[nH]c2C)c1	-1.2	-10.3
CC(C)N(C(=O)Cn1cc(S(=O)(=O)CC(=O)Nc2ccccc2)c2ccccc21)C(C)C	6.5	-5.4
Cc1ccc(S(=O)(=O)Nc2ccc(N(C)C)cc2)cc1	-5.2	-2.1
CC(C)(C)SCCNC(=O)/C=C/c1ccccc1	0.1	-3.6
CCOc1ccc2oc(C(=O)NCc3ccccc3CN3CCCC3)c(C)c2c1	-17.7	44.1
O=C(NCC1CCCCC1)c1csc([C@@H]2C[C@H](O)[C@@H](CO)O2)n1	3.1	6.0
CCOc1cc(CN2CCc3c([nH]c4ccccc34)C2)ccc1OC	2.1	-3.7
CCCCOc1ccc(C(=O)NCC(=O)NCCOc2ccc(C)cc2)cc1	13.3	-4.0
COc1ccc(Cl)cc1NC(=O)c1cnc2n(c1=O)CCS2	12.1	-6.6
COc1ccc(/C=N/NC(=O)CNc2c(Br)cc(C)cc2Br)c(C(=O)O)c1OC	9.2	-2.4
Cc1ccc(S(=O)(=O)N2CCCCC2)cc1NC(=O)CSc1nc(N)cc(=O)[nH]1	-7.5	2.4
COCCNC(=O)C(c1ccc(C)cc1)N(C(=O)C(=O)NC1CCCC1)c1ccc2c(c1)OCCO2 (configuration not stated)	-4.6	6.2
O=C(NCc1ccncc1)Nc1ccc(F)cc1	-5.6	1.2
CC(O)(c1cccnc1)c1nc(-c2ccoc2)cs1 (configuration not stated)	-15.0	0.8
COCCNC(=O)c1c(N)n(/N=C/c2cccs2)c2nc3ccccc3nc12	30.5	163.1
CCN1CCN(c2c(Cl)cccc2NC(=O)c2ccc([N+](=O)[O-])o2)CC1	43.2	-16.5
C#CC(C)OC(=O)C(C)NC(=O)c1ccccc1 (configuration not stated)	11.5	1.7
Cc1ccc2c(c1)CCCN2CC(=O)Nc1cccc(S(=O)(=O)N2CCCC2)c1	5.8	-4.3
O=C(Nc1cccnc1)c1ccccc1Oc1ccccc1	5.4	-12.2
CC(Oc1ccc(-c2ccccc2)c(F)c1)c1ccn(S(=O)(=O)c2ccc(F)cc2)n1 (configuration not stated)	-29.8	3.8
CC1CCCC(NC(=O)CCNC(=O)c2ccc([N+](=O)[O-])cc2)C1C (configuration not stated)	-6.0	-2.9
CC(=O)Nc1cc(C(=O)N2CCc3ccccc3C2)ccc1Sc1ccc(Cl)cc1	-14.3	11.1
O=S(=O)(c1ccc2oc3ccccc3c2c1)N1CCCC1	-8.5	-5.0
COc1ccc(CC(CC(=O)O)C(=O)Nc2ccccc2)cc1 (configuration not stated)	-9.4	0.5
C[C@H](CO)N1C[C@H](C)[C@@H](CN(C)Cc2ccc(-c3ccccc3)cc2)Oc2c(NC(=O)Nc3ccc(C(F)(F)F)cc3)cccc2C1=O	40.0	-3.9
Nn1c(SCC(=O)NCC2CCCO2)nnc1-c1cc(Cl)ccc1Cl (configuration not stated)	1.9	4.8
O=C(OCc1nnc(-c2ccccc2)o1)c1ccc2c(c1)OCO2	-15.6	1.9
Cc1ccc(S(=O)(=O)N2CCOCC2)cc1C(=O)NCc1ccccn1	13.0	-10.0

Source: PubChem BioAssay (Sanford-Burnham Center for Chemical Genomics)
